Bioassay records (PubChem)
MEP2 TOR yeast = alters MEP2-GFP fluorescence in TOR pathway yeast screen. GFP response vs DMSO, % at 10 µM. actives 0.51% (n = 330,000). S. cerevisiae MEP2-GFP strain, flow cytometry GFP, 3 h; 100% = DMSO control level;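 active = GFP response versus DMSO above a set limit, roughly screen mean plus 3 SD, cut at about 180% in these data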;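 note: median GFP fluorescence of the barcode-gated MEP2-GFP cells per well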
proCasp3 act = procaspase-3 (human) activation | recombinant procaspase-3 D3A, Ac-DEVD-pNA absorbance 405 nm | activation, % at 8.5 µM | actives 0.11% (n = 330,000) | P42574;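 active = activation above the mean of all tested compounds plus 3 SD, cut at about 21% in these data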;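 note: 0% = DMSO alone and 100% = DMSO wells spiked with extra 5 µM PC-3 D3A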
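Evaluation: percent activation relative to control range; Material: Procaspase-3 D3A mutant, all three cleavage aspartates alanine; Compound: single dose, 8.5 µM nominal compound, 0.8% DMSO; Replication: one well per compound; Signal: absorbance at 405 nm, 0 and 120 min; Schedule: 1 h preincubation plus 2 h reaction at 25 °C.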
RPL19A TOR yeast = modulators of TOR pathway RPL19A-GFP in S. cerevisiae; actives 0.3% (n = 330,000); AID 2025; S. cerevisiae RPL19A-GFP strain, flow cytometry, 3 h; active compounds read low; percent response vs DMSO, % at 10 µM;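 active = percent response vs DMSO below 50%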;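 note: median channel GFP fluorescence of the barcoded RPL19A-GFP strain; ratio of sample median GFP to plate DMSO average so 100% = DMSO; lower means less RPL19A-GFP as with rapamycin TOR inhibition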
ZTA DNA inh = counter-screen for EBNA-1 inhibitors: inhibitors of Epstein-Barr virus ZTA; inhibition, % at 11 µM; ZTA-DNA binding, fluorescence polarization; actives 0.15% (n = 320,000); P03206; in the data active = inhibition above about 33%
EBNA-1 inhibitor = blocks EBNA-1 binding to DNA | EBNA-1 DNA binding, fluorescence polarization | inhibition, % at 14.8 µM | actives 0.34% (n = 300,000) | AID 1950; in the data active = inhibition above about 28%
AHR activator = activates the human aryl hydrocarbon receptor. AHR-responsive luciferase reporter cells, luminescence. activation, % at 5 µM. actives 2.5% (n = 320,000); in the data active = activation above about 47%;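 note: 0% = vehicle wells and 100% = reference agonist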
LAP4 TOR yeast = modulators of TOR pathway LAP4-GFP in S. cerevisiae | S. cerevisiae LAP4-GFP multiplex, flow cytometry GFP, 3 h; median GFP as percent of DMSO wells | GFP response vs DMSO, % at 10 µM | actives 0.34% (n = 320,000) | AID 2023;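 active = GFP response vs DMSO above a set limit, about the screen mean plus 3 SD, cut at about 150% in these data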
proCasp7 act = activates human procaspase-7, counter-screen for procaspase-3 activators. P55210. recombinant procaspase-7, Ac-DEVD-pNA absorbance 405 nm; D23A/D198A/D206A triple mutant, cannot self-cleave; scale: DMSO 0, 5 µM enzyme 100. activation, % at 8.5 µM. actives 0.093% (n = 330,000). AID 463210;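 active = percent activation above the screen-wide mean plus 3 SD, cut at about 25% in these data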
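Assay system: Uncleavable procaspase-7 mutant enzyme | Input: 2 µM procaspase-7 mutant as dispensed | Timing: 1 h compound preincubation, 2 h substrate cleavage, 25 °C | Repeats: One well per compound | Control set: DMSO wells as 0%, DMSO with 5 µM added PC-7 as 100% | Technique: Epi-absorbance of released pNA at 405 nm, two timepoints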
* hit, by the source's call; x = not tested or not shown. Compounds were not picked by outcome; about 3.8% have a hit in one of these screens.

SMILES	MEP2 TOR yeast	proCasp3 act	RPL19A TOR yeast	ZTA DNA inh	EBNA-1 inhibitor	AHR activator	LAP4 TOR yeast	proCasp7 act
CCOC(=O)Cc1nnc(NC(=O)COc2ccc(OC)cc2)s1	96	9	98	-15	-8	0	97	5
CN(C)c1nnnn1-c1ccc(Cl)cc1	101	-3	102	-5	-1	0	101	-9
COc1ccc(OC)c(C2C(C#N)=C(N)Oc3c2c(C)nn3-c2cccc(Cl)c2)c1 (stereo unspecified)	101	-4	101	2	5	0	95	-7
O=C(c1ccccc1CCc1ccccc1)N1CCN(c2ccccn2)CC1	105	0	99	3	4	2	97	0
O=C(OCc1ccccc1)c1cccnc1Cl	99	3	99	13	3	-1	116	-2
COC(=O)[C@@]1(Cc2ccccc2)[C@H]2c3cc(C(=O)N4CCCC4)n(Cc4ccsc4Br)c3C[C@H]2CN1C(=O)c1ccccc1	101	-5	101	8	-1	3	96	0
CC12CC(NC(=O)N1c1cccc(C(=O)N3CCN(c4ccccc4F)CC3)c1)c1ccccc1O2 (stereo unspecified)	86	-6	90	12	-3	2	79	6
NC(=O)C1CCN(C(=O)c2ccc(F)c(S(=O)(=O)N3CCOCC3)c2)CC1	96	8	97	8	x	0	94	1
COc1ccc(N(CC(=O)Nc2cccc(N(C)S(C)(=O)=O)c2)S(=O)(=O)c2ccc(C)cc2)cc1	95	2	96	-5	-6	10	111	11
CC(=O)Nc1ccc(S(=O)(=O)NCC2CCC(C(=O)NCCCN(C)Cc3ccccc3)CC2)cc1 (stereo unspecified)	112	-1	105	-23	-2	3	89	1
O=C(CN1C(=O)NC(c2ccccc2)(c2ccccc2)C1=O)NC1CCCCC1	110	1	106	6	x	-1	120	-4
Cc1cccc(/C=C2/S/C(=N/N=C3\CC4CCC3(C)C4(C)C)NC2=O)c1 (stereo unspecified)	102	-1	107	-9	-3	3	96	9
CC1CCCN(C(=O)CCc2ccccc2)C1 (stereo unspecified)	103	-11	102	10	-10	-3	91	12
CNc1c(NS(=O)(=O)c2ccc(F)c(Cl)c2)c(=O)oc2ccccc12	102	5	102	12	-2	-1	87	2
COc1ccc(C(=O)N2CC3(CC(c4cccc(NC(=O)COc5ccc(Cl)cc5)c4)=NO3)C[C@@H]2C(N)=O)cc1 (stereo partly specified)	91	0	104	7	5	-1	114	4
Fc1ccc(Nc2c3c(nc4ccccc24)CCC3)cc1	103	0	93	4	3	6	101	3
COc1ccc(C(=O)Nc2ccc(-c3ccc(NC(=O)c4ccc(OC)cc4)c(OC)c3)cc2OC)cc1	103	-5	101	9	8	2	100	-5
S=C1NC(c2ccccc2)=NCN1c1ccc(Cl)cc1	97	-3	97	-1	4	2	94	-4
Cc1cc(C)c2nc(N(CCN(C)C)C(=O)c3ccc(S(=O)(=O)N(C)CC4CCCO4)cc3)sc2c1 (stereo unspecified)	85	-4	85	-21	-8	12	98	3
O=C(NN=C1CCCC1)c1cc(O)cc(O)c1	94	11	98	2	1	3	95	7

Rewritten as labelled records: 4 of the compounds above
smiles: CN(C)c1nnnn1-c1ccc(Cl)cc1
  MEP2 TOR yeast = 101
  proCasp3 act = -3
  RPL19A TOR yeast = 102
  ZTA DNA inh = -5
  EBNA-1 inhibitor = -1
  AHR activator = 0
  LAP4 TOR yeast = 101
  proCasp7 act = -9
smiles: COc1ccc(OC)c(C2C(C#N)=C(N)Oc3c2c(C)nn3-c2cccc(Cl)c2)c1 (stereo unspecified)
  MEP2 TOR yeast = 101
  proCasp3 act = -4
  RPL19A TOR yeast = 101
  ZTA DNA inh = 2
  EBNA-1 inhibitor = 5
  AHR activator = 0
  LAP4 TOR yeast = 95
  proCasp7 act = -7
smiles: O=C(c1ccccc1CCc1ccccc1)N1CCN(c2ccccn2)CC1
  MEP2 TOR yeast = 105
  proCasp3 act = 0
  RPL19A TOR yeast = 99
  ZTA DNA inh = 3
  EBNA-1 inhibitor = 4
  AHR activator = 2
  LAP4 TOR yeast = 97
  proCasp7 act = 0
smiles: O=C(OCc1ccccc1)c1cccnc1Cl
  MEP2 TOR yeast = 99
  proCasp3 act = 3
  RPL19A TOR yeast = 99
  ZTA DNA inh = 13
  EBNA-1 inhibitor = 3
  AHR activator = -1
  LAP4 TOR yeast = 116
  proCasp7 act = -2

(next part)
SMILES	MEP2 TOR yeast	proCasp3 act	RPL19A TOR yeast	ZTA DNA inh	EBNA-1 inhibitor	AHR activator	LAP4 TOR yeast	proCasp7 act
CCN1C(=O)C(CC(=O)Nc2cc(C)ccc2C)SC1=Nc1ccc(S(N)(=O)=O)cc1 (stereo unspecified)	107	0	101	9	-5	1	100	-2
Cc1cc(NC(=O)CSCC(=O)OCC(=O)Nc2cc(C)c(C)cc2[N+](=O)[O-])no1	106	-19	99	-12	-7	7	110	4
CC(C)C[C@@H](C(=O)NCc1ccco1)N1C(=O)N2CCc3c([nH]c4ccccc34)[C@@]2(C)C1=O	98	6	100	3	2	1	109	-7
O=C(NCC1(N2CCOCC2)CCCCC1)c1cccc(S(=O)(=O)N2CCc3ccccc3C2)c1	95	2	98	-7	-2	2	96	4
O=C(CC(=O)c1ccccc1)Nc1ccc(Cl)cc1	122	11	114	1	10	-2	127	2
CC(=O)c1c(N2CCN(C(=O)c3ccco3)CC2)nc(=S)n(-c2ccccc2)c1C	105	-4	99	0	-8	0	99	-4
C#CCOc1ccc(Cl)cc1/C=N/O	95	4	95	16	2	4	95	7
CCOc1ccc(CCNC(=O)CS(=O)Cc2nc(-c3ccc(OC)c(OC)c3)oc2C)cc1OCC (stereo unspecified)	96	-4	104	-15	-9	7	91	-13
O=C(N/C(=C/c1ccccc1)C(=O)N1CCCCCC1)c1ccccc1	98	-3	92	-5	-3	8	100	8
CCc1nc2oc3cc(OC)ccc3c(=O)c2c(=O)n1Cc1ccco1	105	-2	104	16	11	25	98	-3
COc1ccccc1NC(=O)CSc1nc2nc(C)cc(C)c2c(=O)[nH]1	106	7	92	-18	-1	6	103	3
COc1ccccc1NC(=O)Cc1noc(CSc2n[nH]c(N)n2)n1	107	6	102	14	1	8	101	1
Cc1ccccc1NC(=O)/C(C#N)=C/c1ccccc1C(F)(F)F	103	2	101	-2	4	5	96	-8
COc1ccc(NC(=O)CCCn2cnc3ccccc3c2=O)c(OC)c1	102	6	105	7	-7	1	99	1
COc1ccccc1OCC(=O)NNC(=O)c1ccc(F)c(S(=O)(=O)N2CCOCC2)c1	106	0	91	x	x	-2	113	-5
CCOc1ccc(Oc2cc(C)nc(SC)n2)nn1	98	-8	97	-12	-4	0	99	-1
COc1ccc(/C=C/C(=O)N2CCN(c3ccccn3)CC2)c2ccccc12	85	-1	84	-3	-5	4	120	-3
O=C1CN(C(=O)COC(=O)CCS(=O)(=O)c2ccccc2Cl)c2ccccc2N1	101	8	99	x	x	3	98	7
O=C(O)c1ccc(/C=N/NC(=O)c2ccc(NS(=O)(=O)c3cccs3)cc2)cc1	95	-9	95	-11	-3	1	116	-5
CC(C)n1c(CCC(=O)O)ccc1-c1ccccc1	98	-1	95	-3	13	0	106	-10
CC1CC(C)CN(C(=O)Nc2ccccc2F)C1 (stereo unspecified)	97	-8	95	-16	-5	-2	103	-6
O=C(COC(=O)c1ccc(Cl)nc1)Nc1ccccc1OC(F)F	103	-1	93	-1	2	38	102	3
CC(=O)c1ccc(OCC(O)CN2C(C)(C)CC(O)CC2(C)C)cc1 (stereo unspecified)	104	7	96	-10	-6	0	105	4
Cc1cccc(CN2C(=O)c3ccccc3Sc3ccc(C(=O)NCCCN4CCOCC4)cc32)c1	102	4	101	-11	2	2	105	4
CCn1c(SCC(=O)Nc2ccc(C(C)=O)cc2)nc2ccccc21	108	1	109	20	5	1	105	-4
O=C(c1ccco1)N1CCN(S(=O)(=O)c2cccc3nsnc23)CC1	104	4	103	5	-3	3	104	0
Cc1onc(-c2ccccc2)c1C(=O)OCC(=O)Nc1cc(S(=O)(=O)N2CCOCC2)ccc1Cl	103	8	98	-8	-4	2	102	1
CC1(C)Cc2noc(N)c2C(C)(C)N1O	108	-14	101	1	-3	0	103	6
COCc1cc(=O)n2[nH]cc(-c3ccsc3)c2n1	105	7	104	-8	-2	1	91	-3
C/C(=N/NC(=O)CNC(=O)C(c1ccccc1)c1ccccc1)c1ccco1	101	4	101	-4	1	1	106	2
CC(C)C(NC(=O)c1cccs1)C(=O)NC1=NCCS1 (stereo unspecified)	105	6	103	-24	4	-1	101	5
O=c1[nH]c(C2CCCN(S(=O)(=O)c3ccccc3)C2)nc2c1nnn2Cc1ccccc1F (stereo unspecified)	100	2	95	5	5	-1	96	6
CCNC(=S)NNC(=O)Nc1ccccc1	101	-1	98	-13	-4	1	104	-11
CC(C)CCN(C)C1CCN(S(=O)(=O)c2ccc(F)cc2)CC1	101	10	103	-19	-6	-1	94	-1
N#CC(C#N)=NNc1ccc([N+](=O)[O-])cc1	100	-16	99	-10	-6	0	111	-3
COC(=O)c1cccc(NC(=O)CCNC(=O)c2ccco2)c1	106	1	103	-12	-10	4	99	1
Cc1ccc(C)n1-c1ccncc1	114	3	116	-17	-7	3	117	13
O=C(NCCC1CCCCN1S(=O)(=O)c1ccc(F)cc1)C(=O)NCc1ccncc1 (stereo unspecified)	100	0	97	-12	-15	13	99	0
CC(C)[C@H](N)c1cn([C@@H](CC(N)=O)C(=O)N2CCNCC2)nn1	93	-9	104	-26	12	4	129	-5
Nc1ccc(C(=O)N2CCN(S(=O)(=O)c3ccc4c(c3)OCCO4)CC2)cc1[N+](=O)[O-]	99	-1	81	-1	-17	-7	85	-9
Cc1cc(NS(=O)(=O)c2ccc(NC(=O)CSc3nc4ncccc4[nH]3)cc2)nc(C)n1	98	-7	98	0	-4	0	96	4
CCC(CC)c1nnc(NC(=O)C2=COCCO2)s1	97	-3	89	-15	2	9	98	8

One compound at a time, as listed above. Screens in order: MEP2 TOR yeast, proCasp3 act, RPL19A TOR yeast, ZTA DNA inh, EBNA-1 inhibitor, AHR activator, LAP4 TOR yeast, proCasp7 act
O=C(O)c1ccc(/C=N/NC(=O)c2ccc(NS(=O)(=O)c3cccs3)cc2)cc1 across the screens: 95, -9, 95, -11, -3, 1, 116, -5
Cc1cccc(CN2C(=O)c3ccccc3Sc3ccc(C(=O)NCCCN4CCOCC4)cc32)c1 across the screens: 102, 4, 101, -11, 2, 2, 105, 4
